EPAC1 ag = activates human EPAC1 exchange factor; EPAC1 agonist qHTS, biochemical assay; response scale: 100% = response to 6.5 mM cAMP; Potency, µM (series often up to 154 µM), without a hit: top-dose activation, most hits filed as activators; AID 720707; hit rate 0.073% among 360,000; O95398; note: potency is the fitted concentration of half-maximal effect; nearly all actives have a fitted effect of over 60% in size
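Compounds were pinned as a concentration titration into mixtures of EPAC1 (100 nM), BODIPY-GDP-loaded Rap1B (250 nM) and GDP (50 uM). After 5 min at room temperature, fluorescence was followed for 30 min; activity was scaled to 6.5 mM cAMP.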
PTHR1 ag = PTHR1 (human) receptor agonism. Q03431. HEK293 GP2 PTHR1 cells, GloSensor cAMP luminescence, 1 h. Potency, µM (doses to about 115 µM), without a hit: top-dose activation, most hits filed as activators. hit rate 0.075% among 410,000; note: potency is the fitted concentration of half-maximal effect; nearly all actives have a fitted effect of over 55% in size; some results filed as inactive show a strong effect at the top dose; inactives centre near -15; many of its hits are not listed in these tables
Target sequence (Q03431 whole entry, looked up): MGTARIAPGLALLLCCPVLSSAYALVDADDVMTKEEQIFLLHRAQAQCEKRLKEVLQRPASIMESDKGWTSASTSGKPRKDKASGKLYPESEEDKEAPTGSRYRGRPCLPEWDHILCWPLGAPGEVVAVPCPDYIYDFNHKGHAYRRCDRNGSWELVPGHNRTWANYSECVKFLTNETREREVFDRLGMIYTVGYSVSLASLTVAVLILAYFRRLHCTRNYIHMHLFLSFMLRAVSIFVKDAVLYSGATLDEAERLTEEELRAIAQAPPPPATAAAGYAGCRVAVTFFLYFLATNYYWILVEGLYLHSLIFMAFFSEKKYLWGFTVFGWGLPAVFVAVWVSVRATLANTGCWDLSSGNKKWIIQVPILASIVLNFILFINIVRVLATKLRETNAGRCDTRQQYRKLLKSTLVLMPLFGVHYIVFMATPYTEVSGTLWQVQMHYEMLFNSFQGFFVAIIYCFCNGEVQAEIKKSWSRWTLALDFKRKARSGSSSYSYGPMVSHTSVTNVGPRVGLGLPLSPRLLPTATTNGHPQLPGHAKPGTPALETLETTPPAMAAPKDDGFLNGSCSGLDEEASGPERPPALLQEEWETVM
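HEK-293-derived GP2 cells expressing PTHR1 and a GloSensor cAMP reporter, 3,000/well, plated overnight, given luciferin plus IBMX (each 0.5 mM as added) for 1 h at 37 °C, then compound for 1 h at 37 °C. Luminescence was read after 15 min at room temperature.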
PLK1 PBD inh = inhibitors of human PLK1 polo-box domain binding; P53350; Plk1 PBD binding of FITC phosphopeptide, fluorescence polarization; Potency, µM, for inactives: max response, negative = inhibition, hits mostly inhibitors; hit rate 2.8% among 360,000; note: potency is the fitted concentration of half-maximal effect; series mostly up to about 57 µM; % is set by controls: 0 for no effect and ±100 for the full control effect; nearly all actives have a fitted effect of over 65% in size
HEK293 tox = cytotoxicity in counter-screen for GLP-1R inverse agonists. HEK293 cAMP-luciferase reporter cells, luminescence, 24 h. Potency, µM (series often up to 38.3 µM), for inactives: top-dose activity change, negative = inhibition, hits mostly inhibitors. hit rate 0.13% among 410,000. AID 624418;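 note: loss of luciferase light is scored as toxicity; potency is the fitted concentration of half-maximal effect; % is set by controls: 0 for no effect and ±100 for the full control effect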
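Seeding density was 200 cells/uL; after overnight-length (12 h) culture, 23 nL compounds went on for 24 h at 37 °C. Readout used a luciferase detection reagent, luminescence taken after 12 min at room temperature.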
IL2 activator = activates IL-2 in a cell-based reporter assay | IL-2 activation reporter assay, cell-based qHTS; stimulated with anti-CD3/CD4/CD28 beads; in transgenic mouse T cells | activation, % (series mostly up to about 46 µM) | hit rate 0.065% among 360,000; in the data active = activation above about 50%; inconclusive = mostly about 30% to 49%; note: 0% is about no effect
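Screening format: compound pinned onto unstimulated transgenic mouse T cells, 60 min incubation, then anti-CD3/anti-CD4/anti-CD28 bead stimulation for 18 hours at 37 degrees C, followed by EGFP and DsRed detection.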
GLP-1R inv ag = inverse agonists of human GLP-1 receptor. P43220. HEK293 GLP-1R CRE-luciferase, luminescence, 24 h; GLP-1R form is constitutively active. Potency, µM (titrated, usually from 38.3 µM), inactives show top-dose activity change, negative = inhibition, hits mostly inhibitors. hit rate 1.6% among 410,000. AID 624417; note: potency is the fitted concentration of half-maximal effect; % is set by controls: 0 for no effect and ±100 for the full control effect; nearly all actives have a fitted effect of over 55% in size
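Constitutively active GLP-1R drives a cAMP-responsive luciferase in stably transfected HEK293 cells; test compounds are added after overnight (12 h) attachment and left 24 hr, and signal loss in luminescence marks inhibition.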
GLP-1R agonist = GLP-1 receptor (human) agonism; AID 624172; hit rate 0.007% among 380,000; Potency, µM (highest dose often 45.6 µM), for the others: at the highest dose activation, hits mostly activators; HEK293 GLP-1R CRE-luciferase, luminescence, 4-6 h; cells express a hypersensitive GLP-1R form; P43220; note: potency is the fitted concentration of half-maximal effect; % of control where 0% means no effect
EPAC1 antagonist = blocks human EPAC1 exchange factor; O95398; EPAC1 GEF assay, Rap1b-BODIPY-GDP exchange fluorescence; Potency, µM (doses to about 115 µM), for the others: at the top dose activity change, negative = inhibition, hits mostly inhibitors; hit rate 0.14% among 360,000;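 note: potency is the fitted concentration of half-maximal effect; plate controls were vehicle for no effect and positive control for full effect; nearly all actives have a fitted effect of over 50% in size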
PI5P4Ka inh = blocks human PI5P4K alpha kinase activity. P48426. PI5P4Kalpha enzyme, ADP-Glo luminescence, 60 min; hits give low values. max response, %. hit rate 1.2% among 330,000; active = max response of -50% or lower; inconclusive = between -30% and -50%; inactive = -30% or higher; note: value at the top dose of about 77 µM; % is set by controls: 0 for no effect and ±100 for the full control effect
Target sequence (P48426 whole entry, looked up): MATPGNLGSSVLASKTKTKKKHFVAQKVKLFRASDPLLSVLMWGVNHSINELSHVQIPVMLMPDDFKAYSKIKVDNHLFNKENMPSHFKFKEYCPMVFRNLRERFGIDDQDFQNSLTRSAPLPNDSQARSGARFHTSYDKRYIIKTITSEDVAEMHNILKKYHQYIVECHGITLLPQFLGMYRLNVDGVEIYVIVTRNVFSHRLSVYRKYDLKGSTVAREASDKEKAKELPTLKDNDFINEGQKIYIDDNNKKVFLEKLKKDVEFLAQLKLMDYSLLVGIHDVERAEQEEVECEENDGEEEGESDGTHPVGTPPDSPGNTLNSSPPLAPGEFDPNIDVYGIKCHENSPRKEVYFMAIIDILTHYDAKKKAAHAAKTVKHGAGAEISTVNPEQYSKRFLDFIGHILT
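Reactions run in 0.038 M HEPES pH 7.4, 0.28 mM EGTA, 0.1% CHAPS and 5% DMSO, with PI5P4Kalpha, substrate, compound and 5 microM ATP final, one hour at room temperature. Readout is ADP-Glo luminescence.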
* hit, by the source's call; i = inactive; ? = inconclusive; . = no result given; & = joins results of further samples; [ ] = remark or other dose. Unless noted, calls come from the whole dose curve; as a rule, active = well fitted curve in the direction sought with a large enough effect; inconclusive = small, poorly fitted or top-dose-only effect, or another doubt; inactive = no such curve, though single readings can be large; an effect the other way counts as inactive or inconclusive. The list is partial. The share of hits here may be higher or lower than overall.

SMILES | EPAC1 ag | PTHR1 ag | PLK1 PBD inh | HEK293 tox | IL2 activator | GLP-1R inv ag | GLP-1R agonist | EPAC1 antagonist | PI5P4Ka inh
O=S(=O)(NCc1nc2ccccc2[nH]1)c1ccccc1 | 8% | -1% | -12% | -21% | -1.4 | 5% | -5% | 9% | -1
Cn1c(=O)c(=O)n(C)c2cc(N3CCOCC3)c(NS(=O)(=O)c3ccc(Br)cc3)cc21 | -4% | -13% | -10% | -12% | -1.7 | 3% | -2% | -4% | -30
CCOC(=O)NC(=S)Nc1ccc(C(C)(C)C)cc1 | 15% | -15% | -2% | ? | 1.0 | ? | 19% | -16% | -2
Cc1cc(C(=O)COC(=O)c2n[nH]c3ccccc23)c(C)n1CC1CCCO1 (configuration not stated) | 11% | -31% | -12% | 1% | 1.5 | ? | -7% | 8% | -1
CNC(=O)C1(C)CCN1C(=O)c1ccccc1CCc1ccccc1 (configuration not stated) | 8% | 4% | -4% | 2% | -0.1 | -4% | 2% | 1% | 1
N#C/C(=C\c1ccc([N+](=O)[O-])o1)C(=O)Nc1ccc(F)cc1 | 11% | -18% | ? | 13% | 2.6 | 9% | 0% | ? | -84*
COc1ccccc1NS(=O)(=O)c1cccc(C(=O)N/N=C/c2ccccc2OCC(=O)O)c1 | 2% | -24% | 2% | -5% | 1.9 | -11% | 4% | -13% | 7
CCc1nc(-c2ccc(-c3ccc(OC)cc3)nc2OC)no1 | 16% | i | 3% | 11% | -2.3 | 35%[activator] | 21% | 5% | 15
O=C1c2cccc3c([N+](=O)[O-])ccc(c23)C(=O)N1O | 10% | i | ? | 3% | -2.0 | -8% | -4% | -11% | ?
COc1cc(/C=N/NC(=Nc2ccc(C)cc2)c2nc3ccccc3s2)ccc1O | 20% | -10%[57.5 µM] | -3% | -19% | 2.1 | ? | -19% | -2% | .
CC(=O)N1CCN(S(=O)(=O)c2cccc(C(=O)N(Cc3ccccc3)c3cccc(C)c3)c2)CC1 | -2% | -36%[inhibitor] | -8% | -3% | 1.3 | 6% | 0% | 10% | 5
CC(NC(=O)c1ccccc1)c1ccc(F)cc1 (configuration not stated) | 4% | -32%[inhibitor] | -7% | -7% | -0.3 | -11% | 6% | -2% | 0
O=C(NNCC(O)COc1ccccc1)c1ccccc1 (configuration not stated) | -5% | ? | -15% | 2% | 9.6 | 9% | 5% | -25% | 0
O=C(/C=C/c1ccc(F)cc1)Nc1ccc(S(=O)(=O)N2CCOCC2)cc1 | -8% | i | -3% | -12% | -1.0 | -3% | -4% | -6% | 1
COCCOC(=O)c1c(C)nc(SCC(=O)Nc2cccc3ccccc23)c(C#N)c1-c1ccco1 | -2% | -1% | -7% | -9% | -4.7 | ? | 8% | -11% | 0
COc1ccc(C2=NOC(C(=O)O)C2)cc1 (configuration not stated) | 3% | 14%[57.5 µM] | 1% | -13% | 2.2 | 1% | 2% | 5% | .
O=C1NC(=S)N/C1=C\c1ccccc1OCc1ccc(C(=O)O)cc1 | -4% | i | -8% | 3% | 0.1 | 0% | -1% | -29% | -20
Cc1ccc2c(c1)C1CN(C)CCC1N2C(=O)Nc1ccc(Cl)cc1 (configuration not stated) | 0% | 18% | -8% | 3% | -0.7 | 0% | 1% | 20% | .
CCOc1ccc(Nc2nc(NCC3CCCO3)c3ccccc3n2)cc1 (configuration not stated) | 11% | -29% | -7% | ? | -3.8 | 3.5µM* | 2% | ? | -9
Cc1cc(C)nc(Nc2ccc(C)c([N+](=O)[O-])c2)n1 | 2% | -8% | -5% | -10% | -4.5 | -21% | -1% | -8% | 2

Three entries already listed, ordered by the number in PTHR1 ag, highest first.
molecule,EPAC1 ag,PTHR1 ag,PLK1 PBD inh,IL2 activator,GLP-1R inv ag,GLP-1R agonist,EPAC1 antagonist,PI5P4Ka inh
CNC(=O)C1(C)CCN1C(=O)c1ccccc1CCc1ccccc1 (configuration not stated),8%,4%,-4%,-0.1,-4%,2%,1%,1
O=S(=O)(NCc1nc2ccccc2[nH]1)c1ccccc1,8%,-1%,-12%,-1.4,5%,-5%,9%,-1
Cc1cc(C(=O)COC(=O)c2n[nH]c3ccccc23)c(C)n1CC1CCCO1 (configuration not stated),11%,-31%,-12%,1.5,?,-7%,8%,-1

Additional records follow.
SMILES | EPAC1 ag | PTHR1 ag | PLK1 PBD inh | HEK293 tox | IL2 activator | GLP-1R inv ag | GLP-1R agonist | EPAC1 antagonist | PI5P4Ka inh
O=C(c1ccccc1)c1ccccc1C(=O)N1CCN(C(=O)c2ccccc2)CC1 | 2% | i | ? | 2% | 3.8 | 43%[activator] | 15% | 13% | -4
CC(NC(=O)CNC(=S)N(Cc1ccccc1)Cc1cccnc1)c1ccccc1 (configuration not stated) | 7% | i | -8% | 8%[0.307 µM] | -0.5 | 2%[0.307 µM] | 10% | -4% | 1
Cc1ccc(C(=O)COC(=O)CCCC(=O)NC2CCCCC2)cc1[N+](=O)[O-] | -10% | i | -13% | -12% | 1.8 | 9% | 6% | 7% | 2
CCOC(=O)[C@]12CCCC=C1N(CCC1=CCCCC1)C(=O)[C@H](CC(=O)NCCCN1CCCC1=O)C2 | -3% | -10% | -14% | 0% | 0.2 | 3% | . | -8% | 4
Cn1cccc1Cc1nnc(SCC(=O)Nc2ccc(F)cc2)n1-c1ccc(F)cc1 | -6% | -10% | 24µM* | -2% | 0.9 | -23% | 12% | -16% | -5
CCNC(=S)NCc1ccc2[nH]c(C)cc2c1 | -23% | -35%[inhibitor] | -5% | 3% | -2.9 | 0% | -4% | 18% | 0
COc1ccc(CCNC(=O)C(=O)NCC2CCCO2)cc1 (configuration not stated) | -1% | i | -9% | 2% | -0.3 | 0% | 7% | -17% | -6
O=C(/C=C/c1ccc(F)cc1)NCCCn1ccnc1 | -5% | -2% | 7% | -13% | -2.0 | 4% | 5% | -3% | 4
COc1ccc(NC(=O)COC(=O)c2cc3c(s2)CCC3)cc1 | -8% | -22% | -20% | -9% | 0.8 | -11% | 0% | -1% | ?
COc1ccc(Cc2nc3ccc(C(=O)N4CCCC4)cc3o2)cc1 | 1% | -37%[inhibitor] | -11% | 12% | -1.6 | 72%[activator] | 10% | -19% | -1
O=C(Nc1cccc(S(=O)(=O)C(F)F)c1)c1ccc(S(=O)(=O)N2CCCCC2)cc1 | 10% | -7% | -3% | -10% | -1.1 | ? | 10% | ? | 6
Brc1c(CSc2nncc3ccccc23)nc2ccccn12 | 1% | i | -13% | -10% | -4.9 | 18% | 17% | 10% | -15
Cc1csc(CNC(=O)CC2C(=O)NCCN2Cc2ccc(F)cc2Cl)n1 (configuration not stated) | -3% | i | -21% | 5% | -0.9 | 8% | 2% | 2% | 5
CC1=C(C(=O)O)N2C(=O)C(NC(=O)c3c(F)cccc3F)C2SC1 (configuration not stated) | -4% | -9% | -8% | -5% | -2.2 | 0% | -2% | 3% | -18
CNc1oc(-c2ccc(OCc3ccccc3)cc2)nc1C#N | 1% | -48%[inhibitor] | -7% | 4% | -3.4 | -19% | 2% | -32% | 7
CC(CCc1ccccc1)NC(=O)CN1CCN(c2ccccc2)CC1 (configuration not stated) | 7% | -2% | 4% | -13% | 0.0 | -8% | 6% | 9% | 1
Cn1c2ccc(Cl)cc2c2nc3ccccc3nc21 | -11% | 1% | -12% | 9% | -3.8 | 71%[activator] | -7% | -8% | -2
NC(=O)NC(=O)C(OC(=O)CCNS(=O)(=O)c1ccccc1)c1ccccc1 (configuration not stated) | 0% | i | 2% | -12% | -0.1 | 10% | 1% | -17% | 7
N#Cc1c(OCC(=O)c2ccccc2)nc2c(c1-c1ccco1)CCc1ccccc1-2 | 3% | -28%[57.5 µM] | -19% | 9% | 0.7 | ? | -9% | 8% | .
COc1cccc(NC(=O)CN2C(=O)CSc3ccc(S(=O)(=O)N4CCC(C)CC4)cc32)c1 | -6% | -11% | -1% | -5% | -0.4 | ? | -2% | -27% | -6
CCCN(CCC)CCCNC(=O)CN1C(=O)CSc2ccc(S(=O)(=O)N3CCOCC3)cc21 | -15% | i | -9% | 3% | -0.6 | 2% | -2% | -7% | -8
c1ccc(CN(Cc2ccccc2)C(c2ccnc3ccccc23)c2nnnn2-c2ccc3c(c2)OCCO3)cc1 (configuration not stated) | 10% | -30% | 2% | 0% | -0.9 | ? | -3% | -8% | 17
COCCn1c(SCC(=O)N2CCc3ccccc32)nc2c(c1=O)SC(C)C2 (configuration not stated) | -6% | -20% | -16% | -11% | -2.3 | 9% | 21% | -13% | 9
O=C(Cn1cnc2ccccc2c1=O)c1ccc(OC(F)F)cc1 | 3% | -16% | -2% | 4% | 0.2 | 12% | 18% | -18% | -3
O=C(O)c1ccccc1-c1ccccc1C(=O)Nc1ccc2c(c1)[nH]c(=O)c1ccccc12 | -1% | -16% | -14% | 40%[activator] | -3.6 | 14% | -4% | -24% | ?
COc1ccc(NC(=O)c2ccc([N+](=O)[O-])o2)cc1 | -14% | -41%[inhibitor] | -11% | -20% | -4.8 | 43%[activator] | 4% | -15% | -5
CN1c2cccc3cccc(c23)N(C)C1c1cccs1 | 9% | i | -2% | -8% | -1.7 | -17% | -10% | 0% | 6
CCCc1nnc(NC(=O)CSc2ncn[nH]2)s1 | 0% | i | -14% | 1% | 0.1 | 14% | -29% | -13% | 4
COc1cc(C(=O)Nc2ccc3nc4n(c(=O)c3c2)CCCCC4)cc(OC)c1OC | 12% | -10%&-9% | -21% | -3%&-1% | -2.6 | 83%&1%[activator] | 11% | 0% | 4
Cc1oc(-c2ccccc2)cc1C(=O)NCc1ccncc1 | -3% | -2% | -4% | -2% | 1.4 | -16% | 6% | -9% | -6
N#Cc1sc(NCc2ccccc2)nc1Cl | -5% | -19% | -1% | -3% | -1.6 | -29% | 5% | 18% | 0
N#Cc1cnc2nc1NCCCCCCC2 | 9% | i | 2% | 7% | -1.6 | 27% | 6% | 12% | -5
